Screens as filed in PubChem.
FAS-TE inh – FAS thioesterase (human) inhibition; P49327; recombinant FAS-TE, OMFH fluorogenic substrate, fluorescence endpoint; inhibition, % at 15 µM; hit rate 0.67% among 360,000;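 active means compounds whose normalised, plate-corrected inhibition of enzyme fluorescence in the single-dose primary screen is 50% or more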;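 further: 0% = DMSO with enzyme and 100% = substrate without enzyme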
Rin1 Abl inh – blocks binding of human Rin1 to Abl; TR-FRET Rin1/Abl binding, biochemical; P00519+Q13671; inhibition, % at 7.35 µM; hit rate 0.4% among 360,000; in the data active means inhibition above about 5%, passing the limit was not always enough
CSN inh – inhibitors of human CSN-mediated cullin deneddylation | Q92905 | Purified CSN, SCF-Nedd8-OG deneddylation, fluorescence polarization | inhibition, % at 12.5 µM | hit rate 0.38% among 360,000 | AID 651999;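 active means pattern-corrected inhibition above about 35%, with an unprinted fluorescence ratio check between 0.5 and 1.5, limit read from the data, passing the limit was not always enough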;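 further: 0% = enzyme with substrate and 100% = substrate without enzyme; some results filed as inactive read as strong as hits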
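Detection – fluorescence polarization · System – HEK293T-derived human Csn5 enzyme · Controls – substrate-only high control, full reaction low control · Timing – 90 min, room temperature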
MT1-MMP act inh – inhibitors of human MT1-MMP activation; hit rate 0.061% among 360,000; HT1080 RFP-PRO-GFP cells, GFP/RFP ratio fluorescence, overnight; percent of plate control window, DMSO zero; AID 651647; GFP/RFP ratio change, % at 20 µM; P50281;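 active means GFP/RFP ratio change of at least 30% with cell ATP level not reduced by more than half and red fluorescence within 50% of control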; further: strong numbers were not always called active
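Assay system: HT1080 RFP-PRO-GFP cells | Dosing: 20 µM single dose, 1% DMSO | Incubation: Cells overnight before dosing, compound overnight, 37 °C, 5% CO2 | Evaluation: GFP/RFP fluorescence ratio | Control set: DMSO-only wells and HT1080 RFP-L50D-GFP cell wells as references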
MLLE-PAM2 inh – blocks PAM2 peptide binding to the PABP1 MLLE domain; P11940; GST-MLLE / FITC-PAM2 fluorescence polarization; hit rate 0.36% among 360,000; inhibition, % at 20 µM; AID 588489; in the data active means inhibition above about 35%, passing the limit was not always enough;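 further: plate controls were DMSO wells with GST-MLLE for no effect and wells lacking GST-MLLE protein for full effect; some results filed as inactive read as strong as hits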
eLon inh – inhibits E. coli Lon protease; purified E. coli Lon protease, fluorescence polarization; inhibition, % at 7.94 µM; hit rate 0.42% among 360,000; in the data active means inhibition above about 13%, passing the limit was not always enough;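 further: 0% = enzyme with probe and DMSO and 100% = no enzyme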
Target sequence (P0A9M0 whole entry, looked up): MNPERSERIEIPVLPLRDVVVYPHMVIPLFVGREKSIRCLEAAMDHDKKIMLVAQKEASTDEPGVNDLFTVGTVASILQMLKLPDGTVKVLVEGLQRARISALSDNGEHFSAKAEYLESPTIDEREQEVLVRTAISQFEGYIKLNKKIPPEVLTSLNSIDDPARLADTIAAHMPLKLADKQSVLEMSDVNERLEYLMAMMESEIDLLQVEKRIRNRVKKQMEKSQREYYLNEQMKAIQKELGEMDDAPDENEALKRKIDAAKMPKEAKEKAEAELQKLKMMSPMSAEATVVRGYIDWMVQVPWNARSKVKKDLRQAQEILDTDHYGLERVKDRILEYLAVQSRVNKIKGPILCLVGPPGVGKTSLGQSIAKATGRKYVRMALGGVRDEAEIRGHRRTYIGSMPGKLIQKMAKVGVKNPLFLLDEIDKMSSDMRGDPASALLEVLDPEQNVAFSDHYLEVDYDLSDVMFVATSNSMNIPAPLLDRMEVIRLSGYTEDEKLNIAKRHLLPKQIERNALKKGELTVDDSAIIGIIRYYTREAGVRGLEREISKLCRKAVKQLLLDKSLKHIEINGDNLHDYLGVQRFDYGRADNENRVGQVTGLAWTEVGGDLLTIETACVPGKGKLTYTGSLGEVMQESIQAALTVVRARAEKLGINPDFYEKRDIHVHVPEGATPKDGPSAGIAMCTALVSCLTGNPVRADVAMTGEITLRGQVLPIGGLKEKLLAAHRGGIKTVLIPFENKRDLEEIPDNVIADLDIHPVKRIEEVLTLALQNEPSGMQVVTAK
Rpn11 block – inhibitors of human proteasome Rpn11 | O00487 | human 26S proteasome, Ub4-pepOG fluorescence polarization; 20S core pre-blocked with epoxomicin | calls only at 20 µM | hit rate 0.59% among 360,000;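 active means inhibition at 20 µM, scaled to each plate's controls, above about 33%, limit read from the data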
MsrA inh – inhibits bovine methionine sulfoxide reductase A | purified bovine MsrA, absorbance read-out | inhibition, % at 15.5 µM | hit rate 0.75% among 360,000; in the data active means inhibition above about 4.5%;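 further: 0% = vehicle wells with enzyme and 100% = reference inhibitor wells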
MsrA act – activates bovine MsrA enzyme. purified bovine MsrA, absorbance read-out. activation, % at 10.6 µM. hit rate 0.3% among 360,000; in the data active means activation above about 7.5%;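 further: 0% = vehicle and 100% = reference activator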
The depositor's hits bear a star; i = inactive; . = not tested or not shown.

Values in the order – FAS-TE inh	Rin1 Abl inh	CSN inh	MT1-MMP act inh	MLLE-PAM2 inh	eLon inh	Rpn11 block	MsrA inh	MsrA act
(1) Cc1cccnc1NC(=O)C1CCN(S(=O)(=O)c2ccc3c(c2)CCC(=O)N3)CC1
 : 0	1	1	1	-12	0	i	0.0	0
(2) COC(=O)c1cc(S(=O)(=O)N2CCC(C)CC2)ccc1F
 : 3	0	-1	-4	11	3	i	-0.7	-1
(3) CC(C)N=C(NS(=O)(=O)NC(=O)c1ccccc1)c1ccccc1
 : -4	-2	-3	-1	-2	-4	i	-1.3	-1
(4) CC(C)(C)Nc1nc(SCc2ccccc2)nc(N2CCOCC2)n1
 : 30	-5	0	-14	-7	5	i	1.1	0
(5) Cc1cc(NC(=O)c2cccc(S(=O)(=O)N3CCCCCC3)c2)no1
 : -4	-4	6	-1	-7	-7	i	-1.0	-8
(6) CSCCC(NS(=O)(=O)c1ccccc1F)C(=O)NCCCn1nc(C)cc1C (stereo not given)
 : -6	1	-4	-5	5	-3	i	-1.0	-2
(7) COc1cc(CCC(=O)Nc2ccc(Cl)c(C(F)(F)F)c2)cc(OC)c1OC
 : 25	-3	-5	6	3	3	i	0.5	-2
(8) COc1ccc(CCNC2=NCCS2)cc1OC
 : -8	0	-2	-2	-10	9	i	0.6	-5
(9) O=C(Cn1nnc(-c2ccc(NC(=O)c3ccccc3F)cc2)n1)NCc1ccc(F)cc1
 : -7	-1	6	1	4	-3	i	-1.4	-2
(10) Cc1cc(=O)oc(C)c1C(=O)NCC1CCCO1 (stereo not given)
 : -9	5	-2	3	-1	-5	i	0.1	1
(11) CCN(C(=O)CSc1n[nH]c(-c2cc(Cl)ccc2OC)n1)C1CCS(=O)(=O)C1 (stereo not given)
 : -4	-4	2	0	13	5	i	0.8	-3
(12) COc1ccc(-n2c(=S)[nH]c3cc(C(=O)N(C)Cc4ccccc4)ccc3c2=O)cc1
 : 5	0	5	5	12	3	i	1.1	-3
(13) CCCCNC(=O)C1CC(=O)N(C2CCCCC2)C1 (stereo not given)
 : -6	-2	1	-2	8	3	i	-0.2	0
(14) COc1ccccc1CNC(=O)C1COc2ccccc2O1 (stereo not given)
 : 1	2	-4	-1	-3	4	i	-0.2	-2
(15) CN1CCC(N(C)C(=O)c2cc(S(=O)(=O)N3CCOCC3)ccc2Cl)CC1
 : -9	3	-4	0	0	7	i	0.6	-5
(16) COCCSc1ccccc1C(=O)NCc1cccnc1
 : -3	3	2	3	15	1	i	3.1	-1
(17) O=C(COC(=O)CCc1nc2ccccc2s1)Nc1nc(-c2ccccc2)cs1
 : 2	-1	2	4	5	-6	i	0.0	-5
(18) Cc1noc(C)c1C(=O)N1CCC(C(=O)c2ccccc2)CC1
 : -4	1	-3	0	-3	-5	i	0.5	-4
(19) Cc1cccc(C(=O)OC(C)CN2CCCC2)c1 (stereo not given)
 : -3	4	-2	1	-3	-6	i	-0.8	-1
(20) O=C(CSc1n[nH]c(-c2ccccc2)n1)NCc1cccc(C(=O)O)c1
 : -6	1	-8	3	10	0	i	-0.2	-9

Carrying on.
Values in the order – FAS-TE inh	Rin1 Abl inh	CSN inh	MT1-MMP act inh	MLLE-PAM2 inh	eLon inh	Rpn11 block	MsrA inh	MsrA act
(21) CS/C(=C\[N+](=O)[O-])Nc1ccc(Cl)cc1
 : -3	0	3	0	-6	-12	i	3.3	-2
(22) Cc1cccc(C)c1NC(=O)CS(=O)CC(=O)NC1CCCc2ccccc21 (stereo not given)
 : -3	0	1	1	-15	7	i	-1.0	-1
(23) CC(C)=NNc1nc2c(c(=O)[nH]c(=O)n2C)n1CCc1ccccc1
 : -2	-3	-9	1	-5	-11	i	1.7	-5
(24) O=C(CNC(=O)c1ccccc1Br)NCCSc1ccc(Br)cc1
 : 5	1	-6	-1	12	-2	i	-0.1	-2
(25) O=C(OCC(=O)N1CCN(S(=O)(=O)c2ccccc2)CC1)c1ccc([N+](=O)[O-])o1
 : 6	5	-1	-3	-3	3	i	0.1	-1
(26) COc1cnc(-c2ccccn2)nc1Oc1ccc(C(C)(C)C)cc1
 : -2	2	5	0	-19	4	i	1.4	-8
(27) COc1ccc(C2N(C(=O)C(F)(F)F)C(C)CN2S(=O)(=O)c2ccc(C)cc2)cc1 (stereo not given)
 : 22	4	0	2	-15	0	i	1.2	-1
(28) O=C(OCC(=O)N1CCc2ccccc21)c1cccnc1Cl
 : 1	-3	-3	3	-14	4	i	.	2
(29) O=C1CCC/C(=N/NC(=O)c2cc(NS(=O)(=O)c3cccs3)cc(NS(=O)(=O)c3cccs3)c2)C1
 : 2	-2	5	0	-8	4	i	-0.1	-2
(30) O=C(COC(=O)c1ccc(S(=O)(=O)N2CCOCC2)cc1)NC1CCCCCCC1
 : 2	-2	0	1	-4	-11	i	1.8	1
(31) Cc1ccc(NC(=O)c2nnn(CC(=O)Nc3ccccc3)c2N)cc1C
 : -1	-3	8	8	-15	3	i	-0.2	0
(32) O=S(=O)(c1ccccc1)N1CCCC1c1cccs1 (stereo not given)
 : 6	-1	0	1	13	0	i	-1.8	-3
(33) CNC(CC(=O)c1ccc([N+](=O)[O-])cc1)C(Cl)(Cl)Cl (stereo not given)
 : 13	2	-7	1	18	-1	i	.	-3
(34) COc1cc(SC)ccc1C(=O)N1CCN(Cc2ccccc2)CC1
 : -4	2	-1	0	2	-2	i	-0.1	-4
(35) NC1=NC2(CCCCC2)N(c2ccc(F)cc2F)C(N)=N1
 : -9	4	-1	1	6	0	i	1.0	-5
(36) Cc1ccc2c(c1)c1c(n2CC(O)Cn2c(C)nc3ccccc32)/C(=N\O)CCC1 (stereo not given)
 : 21	-6	2	3	5	-6	i	.	2
(37) O=C(NC(=O)c1cc(OCC(F)(F)F)ccc1OCC(F)(F)F)Nc1ccccc1
 : 41	0	1	-2	-2	-2	i	2.1	-1
(38) COC(=O)Nc1nc(Sc2ncc(C(F)(F)F)cc2Cl)n[nH]1
 : 3	-3	-2	2	-13	-14	i	-0.9	-3
(39) Cc1cc(C(=O)Nc2ccccc2C(=O)O)ccc1NC(=O)COc1cccc(C)c1C
 : 21	0	15	5	-18	-7	i	0.2	-8
(40) COc1ccc(-n2nc(C(=O)N3CCCCC3)c(C)c(C#N)c2=O)cc1
 : 0	-3	0	3	1	1	i	1.0	-3

Values in list order from the entries so far.
Entries 24–34 in CSN inh, in turn: -6, -1, 5, 0, -3, 5, 0, 8, 0, -7, -1
Entries 24–34 in Rin1 Abl inh, in turn: 1, 5, 2, 4, -3, -2, -2, -3, -1, 2, 2

Other results follow:
Values in the order – FAS-TE inh	Rin1 Abl inh	CSN inh	MT1-MMP act inh	MLLE-PAM2 inh	eLon inh	Rpn11 block	MsrA inh	MsrA act
(41) O=[N+]([O-])C1=CC=C2C(=NC3(CCCCC3)N2O)C1=NCCO
 : 2	-20	-8	2	16	-14	i	0.7	-3
(42) COc1ccc(NC(=O)c2ccccc2NC(=O)c2ccco2)c(OC)c1
 : 4	2	0	0	-8	5	i	-0.3	-8
(43) CC(=O)Nc1cccc(OCc2cnc(Cl)s2)c1
 : 0	1	-5	0	0	-4	i	1.1	6
(44) O=C(CN(Cc1ccccc1)C(=O)c1ccco1)NCc1ccc(F)cc1
 : -2	2	-2	1	-16	-5	i	-0.2	-11
(45) CCc1ccc(CN(C)C(=O)c2cccc(S(=O)(=O)Nc3ccccc3OC)c2)cc1
 : 20	2	-2	-4	8	7	i	-0.6	-2
(46) CN(CC(=O)NC1CCCc2ccccc21)S(=O)(=O)c1cccs1 (stereo not given)
 : -8	-2	-16	-9	-2	-4	i	0.4	-7
(47) Fc1cccc(Cl)c1Cn1ncc2ccccc21
 : 1	4	0	-2	14	-9	i	-0.4	-1
(48) c1ccc2c(-c3nc4ccccc4[nH]3)cccc2c1
 : -4	-1	-1	0	-6	-2	i	0.2	-2
(49) CCc1csc(CCNC(=O)C2CCC(=O)N(Cc3cccc(C(F)(F)F)c3)C2)n1 (stereo not given)
 : -4	-2	-1	-4	-1	-8	i	0.1	-3
(50) CSc1ncccc1C(=O)OCC(=O)N1CCc2ccccc21
 : 5	2	-1	2	-6	-5	i	0.1	-3
(51) Cc1ccc(C)c(SCC(=O)c2ccc[nH]2)c1
 : -1	0	2	-1	14	4	i	0.3	-3
(52) CCOc1cccc(C(=O)NC(=S)Nc2ccccc2)c1
 : 27	-1	-2	3	24	1	i	0.1	-2
(53) Cc1ccccc1-n1nc2c(c1NC(=O)c1cc3ccccc3o1)CS(=O)(=O)C2
 : 5	0	4	-3	14	-4	i	0.5	-4
(54) Cc1nnc(SCC(=O)Nc2ccc3c(c2)OCCO3)s1
 : -4	3	4	-2	-6	-5	i	0.2	-1
(55) CN(CC(=O)Nc1cccc(F)c1)C(=O)Cn1c(=O)cnc2ccccc21
 : -5	-1	-3	-5	4	-10	i	0.6	-2
(56) CCOc1ccc(S(=O)(=O)Nc2cccc(C(=O)NCC(c3ccc(OC)cc3)N3CCOCC3)c2)cc1 (stereo not given)
 : 37	-3	1	2	2	-3	i	-0.6	-2
(57) O=C(Nc1ccc(Cl)cc1Cl)c1csc(-c2cccnc2)n1
 : -4	-1	-2	-4	-2	-12	i	1.8	-3
(58) COc1ccc(N2CCN(C(=O)C3CCN(C(=O)c4cccc(Cl)c4)CC3)CC2)cc1
 : -3	-3	-1	4	-5	-5	i	-1.5	0
(59) COc1ccc(-n2c(N)c(C(=O)NCc3ccco3)sc2=S)cc1
 : 2	-1	1	1	14	3	i	1.4	-3
(60) O=C(NNC(=S)NC(=O)c1cccs1)c1ccc(O)cc1
 : -6	-1	0	4	15	6	i	1.4	-1

Ordered by value in CSN inh (largest number first): four of the compounds above
| item | mol | CSN inh |
| --- | --- | --- |
| 59 | COc1ccc(-n2c(N)c(C(=O)NCc3ccco3)sc2=S)cc1 | 1 |
| 58 | COc1ccc(N2CCN(C(=O)C3CCN(C(=O)c4cccc(Cl)c4)CC3)CC2)cc1 | -1 |
| 45 | CCc1ccc(CN(C)C(=O)c2cccc(S(=O)(=O)Nc3ccccc3OC)c2)cc1 | -2 |
| 46 | CN(CC(=O)NC1CCCc2ccccc21)S(=O)(=O)c1cccs1 (stereo not given) | -16 |

Other entries follow.
Values in the order – FAS-TE inh	Rin1 Abl inh	CSN inh	MT1-MMP act inh	MLLE-PAM2 inh	eLon inh	Rpn11 block	MsrA inh	MsrA act
(61) Cc1cccc(NC(=O)NNC(=O)c2nn(C)cc2Br)c1
 : -6	4	4	-1	5	-6	i	1.3	-9
(62) COc1ccc(C(=O)NC2CC3CCCC(C2)N3CC(C)C)cc1OC (stereo not given)
 : -5	1	-2	2	13	4	i	-0.7	-3
(63) Cn1c(CNC(=O)c2ccccc2F)nnc1SCC(=O)N1CCN(c2ccccc2)CC1
 : -8	2	-1	-4	19	-5	i	0.6	-14
(64) CC1=CSC2=NC(=O)/C(=C\c3cccn3-c3ccccc3)C(=N)N12
 : 6	-2	4	-3	-18	-4	i	1.8	-4
